Bioassay records from PubChem BioAssay.
IDE act: activators of human insulin-degrading enzyme in cells; P14735; HEK cells, FAbeta-B cleavage, fluorescence polarization; 0% vehicle, 100% cell-free pure enzyme wells; activation, % at 5.96 µM; 0.073% of 340,000 active; AID 493087;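 active = activation above the mean of all tested compounds plus 3 SD, set per screening campaign, cut at about 17% in these data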
Target sequence (P14735 whole entry, looked up): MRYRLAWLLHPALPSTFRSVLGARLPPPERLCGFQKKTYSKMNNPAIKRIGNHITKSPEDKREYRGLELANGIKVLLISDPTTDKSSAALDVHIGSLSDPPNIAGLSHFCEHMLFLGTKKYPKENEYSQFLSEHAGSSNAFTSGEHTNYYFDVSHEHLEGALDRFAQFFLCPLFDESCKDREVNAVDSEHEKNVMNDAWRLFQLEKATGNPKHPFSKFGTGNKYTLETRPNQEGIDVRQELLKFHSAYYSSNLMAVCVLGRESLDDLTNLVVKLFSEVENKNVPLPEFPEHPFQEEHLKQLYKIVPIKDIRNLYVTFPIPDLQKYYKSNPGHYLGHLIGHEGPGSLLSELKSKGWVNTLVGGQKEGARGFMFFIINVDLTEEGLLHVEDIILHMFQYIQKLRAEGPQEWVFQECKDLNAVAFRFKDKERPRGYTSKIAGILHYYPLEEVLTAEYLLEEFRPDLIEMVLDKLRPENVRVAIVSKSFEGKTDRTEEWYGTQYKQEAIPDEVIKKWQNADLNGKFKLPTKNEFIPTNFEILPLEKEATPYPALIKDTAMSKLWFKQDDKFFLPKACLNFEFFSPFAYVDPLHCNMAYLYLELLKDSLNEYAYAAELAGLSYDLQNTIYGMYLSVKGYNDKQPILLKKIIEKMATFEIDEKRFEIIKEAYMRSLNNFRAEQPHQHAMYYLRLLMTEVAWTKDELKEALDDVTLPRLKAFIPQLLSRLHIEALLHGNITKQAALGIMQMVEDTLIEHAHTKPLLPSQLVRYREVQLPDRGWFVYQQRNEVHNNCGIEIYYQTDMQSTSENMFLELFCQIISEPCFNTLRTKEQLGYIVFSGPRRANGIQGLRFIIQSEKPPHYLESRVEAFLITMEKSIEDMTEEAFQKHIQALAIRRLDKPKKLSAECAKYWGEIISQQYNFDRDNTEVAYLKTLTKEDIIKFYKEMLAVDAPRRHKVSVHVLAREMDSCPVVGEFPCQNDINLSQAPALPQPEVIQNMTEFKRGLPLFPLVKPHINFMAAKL
NS3 helicase inh: blocks Hepatitis C virus NS3 helicase unwinding; NS3 helicase DNA unwinding, Cy5 molecular beacon fluorescence; inhibition, % at 10.9 µM; 0.56% of 290,000 active; AID 1800;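 active = inhibition above the mean of all tested compounds plus 3 SD, set per campaign, cut at about 35% in these data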;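 note: 0% = DMSO wells and 100% = thioflavine S control wells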
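assay system = NS3 helicase fragment of HCV | buffer or medium = MOPS pH 6.5, MgCl2, DTT, Tween20, BSA | timing = 60 min unwinding reaction at 25 °C after ATP addition | signal = Cy5 beacon fluorescence read at start and 1 h | read-out basis = % inhibition of unwinding | control set = low DMSO, high thioflavine S at 110 µM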
PfM18AAP inh: blocks P. falciparum M18 aspartyl aminopeptidase | recombinant PfM18AAP, H-Glu-NHMec fluorogenic cleavage | 1.2% of 290,000 active | inhibition, % at 7.35 µM | AID 1822;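 active = inhibition above the campaign mean inhibition over all tested compounds plus 3 SD, cut at about 28% in these data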;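 note: 0% = plate median of test compound wells and 100% = 2 mM ZnCl2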
FID counter: displaces DNA intercalator in HCV helicase counter-screen; DNA fluorescent intercalator displacement, fluorescence; inhibition, % at 7.9 µM; 0.17% of 290,000 active; AID 1845; in the data active = inhibition above about 37%;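 note: 0% = vehicle and 100% = reference compound; higher means more ethidium bromide displaced from hairpin DNA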
pCIP destab: p/CIP protein destabilization; Q05BA5; F442A p/CIP-EGFP cells, EGFP fluorescence, 16 h; decrease of EGFP signal, % at 10 µM; 0.01% of 290,000 active; AID 1984;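 active = EGFP signal decrease of at least 30% at 10 µM or well 3 SD below plate mean, unless failing retest; inactive = the rest, including hits failing retest or dose response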; note: some compounds called inactive have numbers as strong as hits; many of its hits are not listed in these tables
VIM-2 inh: inhibitors of Pseudomonas aeruginosa VIM-2 metallo-beta-lactamase; purified VIM-2, nitrocefin hydrolysis, epi-absorbance fluorescence; inhibition, % at 5.6 µM; 0.89% of 290,000 active;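 active = inhibition above the mean of all tested compounds plus 3 SD, cutoff set per screening run, cut at about 7.5% in these data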;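 note: red hydrolysis product quenches plate fluorescence so inhibitors raise well fluorescence; 0% = enzyme with DMSO and 100% = DMSO without enzyme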
IDE cell inh: inhibits human insulin-degrading enzyme in HEK cells; FAbetaB cleavage, fluorescence polarization; 0.41% of 320,000 active; inhibition, % at 5.59 µM;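 active = percent inhibition above the average of all tested compounds plus 3 SD, set per screening campaign, cut at about 16% in these data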;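 note: IDE supplied by intact live HEK cells; FP after avidin binding of uncleaved biotin substrate so inhibition keeps polarization high; 0% = DMSO wells and 100% = 60 µM reference IDE inhibitor Ii1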
IMP-1 inh: blocks Pseudomonas aeruginosa IMP-1 metallo-beta-lactamase; purified IMP-1, nitrocefin hydrolysis, epi-absorbance fluorescence; 0.45% of 290,000 active; AID 1556; inhibition, % at 5.6 µM;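 active = inhibition above the mean plus 3 SD of all compounds in the same screening run, cut at about 4.5% in these data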;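 note: 0% = IMP-1 with DMSO and 100% = DMSO wells lacking enzyme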
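System: purified IMP-1 / Input: IMP-1 dispensed at 0.2 nM / Medium: 50 mM HEPES pH 7.1, 50 µM ZnSO4, 0.05% Brij 35 / Timing: 15 min enzyme–compound preincubation, then 25 min nitrocefin reaction, 25 °C / Technique: plate fluorescence quenching by hydrolysis product, ex 480/em 530 nm / Repeats: singlicate testing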
UBC9 SUMO inh: SUMOylation inhibition; HTRF SUMOylation assay, SAE1/SAE2 + UBC9, in vitro; inhibition, % at 35 µM; 0.36% of 290,000 active; AID 2006; P63279; in the data active = inhibition above about 50%, passing the limit was not always enough; note: strong numbers were not always called active
* hit, by the source's call; . = not tested or not shown; & = joins results of further samples.

SMILES	IDE act	NS3 helicase inh	PfM18AAP inh	FID counter	pCIP destab	VIM-2 inh	IDE cell inh	IMP-1 inh	UBC9 SUMO inh
Cc1ccc(C(=O)C[n+]2cc(-c3ccccc3)n3c2CCCCC3)cc1	1&1	-58&-56	5&0	23&29	-20&-10	-3.9&-1.4	0&-2	-1.6&-0.2	-12&4
CN(C)c1ccc(C(CNC(=O)Cc2cccc3ccccc23)N(C)C)cc1 (configuration not stated)	2	-9	16	10	5	0.2	-3	-2.6	2
COc1ccc2[nH]c(C(=O)NCCN3CCOCC3)cc2c1	-4	-2	3	-3	-11	-2.6	-1	-1.1	21
Cc1ccc(-c2nc3c(c(=O)c4ccccc4n3C)c(=O)n2Cc2ccco2)cc1	1	38*	-3	-39	3	4.4	1	0.6	21
Oc1ccccc1/C=N/n1c2ccccc2c2ccccc21	8	-1	1	2	-7	-0.9	11	-2.0	3
CCNc1nc(OCC)nc(N2CCC(Cc3ccccc3)CC2)n1	0	10	-13	-5	0	-0.9	-3	-2.0	-16
CCOC(=O)c1nnn(CC(=O)Nc2cccc(OC)c2)c1C(=O)OCC	-2	-3	0	-7	-2	-0.7	1	1.7	-7
CCCOP(=O)(c1ccc(N(C)C)cc1)C(O)c1ccc(Cl)cc1Cl (configuration not stated)	6	-20	-13	-36	-9	-1.1	0	-1.2	8
Cn1c(SCC(=O)NC(c2ccccc2)c2ccccc2)nnc1-c1cccs1	-1	5	3	-35	-1	1.3	4	-6.4	-5
O=C(Nc1cnn(Cc2ccccc2)c1)c1nc2ncccn2n1	0	14	6	1	6	-2.5	0	-5.7	-9
C#CCSC1=C(C#N)C(c2cccs2)C(C(=O)OCC)=C(C)N1 (configuration not stated)	-4	46*	12	-19	-40	-0.3	3	-0.6	19
CC(OC(=O)Cc1ccc(Br)cc1)C(=O)NC1CCCCC1C (configuration not stated)	2	0	-4	-32	-17	-0.4	-1	1.8	14
CCc1noc(C)c1C(=O)Nc1nc(-c2ccc(Cl)cc2Cl)cs1	-2	-14	1	-10	-8	-1.9	7	-3.0	-4
Cc1ccc2c(c1)c1c3n2CCN=C3CCC1	4	-3	4	1	-22	0.9	-5	-0.7	11
CC1(C)CC(NCc2cccc([N+](=O)[O-])c2)CC(C)(C)N1	8	-4	4	11	-11	-1.2	-3	-2.1	15
COc1ccc(Br)cc1C(=O)N/N=C/c1ccc([N+](=O)[O-])cc1	2	6	0	-1	-8	-1.1	1	-1.2	20
Cc1ccc(CN=C2Nc3ccccc3CS2)cc1	1	-19	11	0	-1	-9.7	-3	-3.1	-18
CCOC(=O)c1c(C)n(C)c2cc([N+](=O)[O-])c(O)c([N+](=O)[O-])c12	4	10	10	1	-10	-2.7	0	-3.9	6
COc1cc(-c2nc(CN(C)Cc3nnc(C)o3)c(C)o2)ccc1F	-1	4	-3	-2	-4	-2.2	1	-3.3	-6
CC(C)CCNC(=O)c1ccc(C2SCC(=O)N2Cc2ccco2)cc1 (configuration not stated)	5	5	0	-28	-13	-2.0	4	-2.3	-4
Cc1cc(C(=O)OC(C)C(=O)Nc2nc(-c3ccccc3)cs2)c(C)o1 (configuration not stated)	-3	-22	3	-16	6	-4.2	5	-4.3	-8
CC(=O)/C(N=Nc1cc2c(cc1[N+](=O)[O-])OCCO2)=C(\C)O	-1	-9	-9	6	-9	1.9	5	-1.2	34
COc1ccc([N+](=O)[O-])cc1N(CC(=O)NCC1CCCO1)S(C)(=O)=O (configuration not stated)	4	3	1	-4	3	0.9	5	-4.3	20
COc1cc(CNc2ccc3[nH]c(=O)[nH]c3c2)ccc1OCc1ccccc1	6	-10	-33	-6	4	-0.9	-2	-1.7	-5
O=C(NCC1CCN(Cc2ccccc2F)CC1)Nc1cc(F)ccc1F	3	-11	-7	14	6	2.7	-1	1.6	9
COc1ccc(C(=O)Nc2ccc(S(=O)(=O)Nc3cnc4ccccc4n3)cc2)cc1	3	18	2	-32	-4	-1.3	-1	-1.9	23
Cc1cc(NS(=O)(=O)c2ccc(NC(=O)C(F)(F)F)cc2)nc(C)n1	1	2	2	2	-3	-1.3	-5	-0.1	4
COc1ccccc1N(CC(=O)NCc1cccnc1)S(C)(=O)=O	4	1	0	2	-3	-1.5	0	-1.6	14
CC(C)c1cc(CNC(=O)c2cc(COc3cncc(Cl)c3)on2)on1	2	-6	1	-26	-7	-2.3	.	-0.3	1
CN(Cc1nnc(SCC(=O)NCCc2ccccc2)n1C)S(=O)(=O)c1ccccc1	4	5	0	-31	-10	-1.2	-2	0.3	9
COc1ccc(C(=O)Nc2ccccc2C(=O)N2CCCCCC2)cc1	0	20	-3	-12	14	-1.2	4	-0.6	-8
N#CCCSc1nc(N2CCOCC2)c2c(c1C#N)CCCC2	0	-15	12	-23	-1	-0.1	6	-3.2	32
Cc1ccc(C)c(NC2=NC3(CCCCC3)N=C(N)N2)c1	2	-6	0	-1	3	0.1	-3	-3.7	8
COc1ccccc1Oc1ccc2c(c1)C(=O)N(c1cccc(O)c1)C2=O	1	-6	31*	-14	-2	-3.1	4	-1.4	-30
Cc1ccc(C(C)C)c(OCc2ccc(C(=O)N/N=C/c3ccc(C(=O)O)cc3)cc2)c1	7	13	-7	-11	-8	-2.0	4	-1.3	33
CCOC(=O)c1c(NC(=S)Nc2ccc(F)cc2)sc2c1CCC2	2	-1	2	-8	0	-3.3	0	-4.7	6
NC(=O)/C(=C\c1cccnc1)NC(=O)c1ccccc1	5	-4	5	-2	3	-1.4	-9	-3.5	-10
Cc1sc(NC(=O)CN2CCN(c3ccccn3)CC2)c(C#N)c1C	3	8	2	-18	2	-1.8	2	-1.6	2
COc1ccccc1NC(=O)c1ccc2[nH]c(C)c(C)c2c1	-3	-11	-8	-14	-17	-0.5	-2	-1.5	12
O=C(COc1cccnc1[N+](=O)[O-])NCc1cccs1	-3	8	3	4	4	-0.1	-1	-1.7	5
Cc1cc2c(Nc3cccc(O)c3)ncnc2s1	-1	22	5	7	-4	1.3	0	1.9	2
COc1ccc2c3c1O[C@H]1C[C@@H](O)C=C[C@@]31CCN(C)C2	6	1	6	0	6	-1.5	0	-2.5	-4
CCC(Sc1nnc(-c2ccco2)n1C)C(=O)Nc1nnc(C)s1 (configuration not stated)	2	-2	2	-8	-7	-3.1	7	-2.8	15
CCN1CCN(c2ccc([N+](=O)[O-])cc2C(=O)c2ccc(Cl)cc2)CC1	5	-11	3	17	-27	-5.9	0	-1.7	10
O=C(CC1C(=O)NCCN1Cc1c(F)cccc1Cl)NC1CCCC1 (configuration not stated)	4	11	1	-10	-7	-2.1	3	-2.1	-1
S=c1[nH]nc(C2CCCCC2)n1Cc1ccccc1	5	0	24	-18	0	9.3*	2	-2.9	10
CCCSc1cc(NCCOC(C)=O)c([N+](=O)[O-])c2nonc12	1	18	-4	2	-2	-0.9	1	-3.9	27
Cn1nc(CC(=O)NC2CCCCC2)c2ccccc2c1=O	6	-2	0	-6	0	-2.9	13	-3.0	-6
COc1c(C)oc2cc(O)ccc2c1=O	6	2	3	-4	-12	-0.6	4	-2.8	50*
O=C(NC1CCCN(Cc2ccc(Cl)cc2)C1)C1CCC1 (configuration not stated)	7	-17	-6	1	-12	-3.9	3	-5.0	12
COc1ccc(/C=N/NS(=O)(=O)c2ccc(F)cc2)cc1CN1CCSCC1	-2	1	4	1	-22	-2.6	2	-2.5	18
Cc1nc2sc(C(c3cccc(F)c3)N3CC(C)OC(C)C3)c(O)n2n1 (configuration not stated)	6	-5	6	-12	44	-4.4	1	-3.5	22
COc1ccc(C(C)=O)cc1CC(=O)N(Cc1ccccc1)c1ccccc1	-2	-3	6	-44	-29	-1.7	-6	-2.6	11
NC(=O)CC(NC(=O)Cc1cccc2ccccc12)c1ccc(NCc2ccc(F)cc2)c([N+](=O)[O-])c1 (configuration not stated)	3	.	.	.	5	.	-1	.	38
Cc1c(CCC(=O)NCCCn2ccnc2)c(=O)oc2c(C)c3occ(C(C)(C)C)c3cc12	-4	8	3	38*	12	8.1*	6	0.8	3
O=C(CCn1c(=S)[nH]c2ccccc2c1=O)Nc1ccc(F)cc1	1	5	13	-6	-1	-2.1	2	-2.7	12
O=C(C1CC1)N1CCc2cc(S(=O)(=O)NCC3COc4ccccc4O3)ccc21 (configuration not stated)	5	18	-1	-10	-11	-3.8	-4	-5.4	-4
O=C1COc2ccc(C(=O)COc3ccc([N+](=O)[O-])cc3)cc2N1	-1	1	0	-3	1	0.2	-10	-0.2	12

13 entries from above, reformatted:
Every second line gives: IDE act	NS3 helicase inh	PfM18AAP inh	FID counter	pCIP destab	VIM-2 inh	IDE cell inh	IMP-1 inh	UBC9 SUMO inh
> CCC(Sc1nnc(-c2ccco2)n1C)C(=O)Nc1nnc(C)s1 (configuration not stated)
  2	-2	2	-8	-7	-3.1	7	-2.8	15
> CCN1CCN(c2ccc([N+](=O)[O-])cc2C(=O)c2ccc(Cl)cc2)CC1
  5	-11	3	17	-27	-5.9	0	-1.7	10
> O=C(CC1C(=O)NCCN1Cc1c(F)cccc1Cl)NC1CCCC1 (configuration not stated)
  4	11	1	-10	-7	-2.1	3	-2.1	-1
> S=c1[nH]nc(C2CCCCC2)n1Cc1ccccc1
  5	0	24	-18	0	9.3*	2	-2.9	10
> CCCSc1cc(NCCOC(C)=O)c([N+](=O)[O-])c2nonc12
  1	18	-4	2	-2	-0.9	1	-3.9	27
> Cn1nc(CC(=O)NC2CCCCC2)c2ccccc2c1=O
  6	-2	0	-6	0	-2.9	13	-3.0	-6
> COc1c(C)oc2cc(O)ccc2c1=O
  6	2	3	-4	-12	-0.6	4	-2.8	50*
> O=C(NC1CCCN(Cc2ccc(Cl)cc2)C1)C1CCC1 (configuration not stated)
  7	-17	-6	1	-12	-3.9	3	-5.0	12
> COc1ccc(/C=N/NS(=O)(=O)c2ccc(F)cc2)cc1CN1CCSCC1
  -2	1	4	1	-22	-2.6	2	-2.5	18
> Cc1nc2sc(C(c3cccc(F)c3)N3CC(C)OC(C)C3)c(O)n2n1 (configuration not stated)
  6	-5	6	-12	44	-4.4	1	-3.5	22
> COc1ccc(C(C)=O)cc1CC(=O)N(Cc1ccccc1)c1ccccc1
  -2	-3	6	-44	-29	-1.7	-6	-2.6	11
> NC(=O)CC(NC(=O)Cc1cccc2ccccc12)c1ccc(NCc2ccc(F)cc2)c([N+](=O)[O-])c1 (configuration not stated)
  3	.	.	.	5	.	-1	.	38
> Cc1c(CCC(=O)NCCCn2ccnc2)c(=O)oc2c(C)c3occ(C(C)(C)C)c3cc12
  -4	8	3	38*	12	8.1*	6	0.8	3

Some of the entries so far, in markdown.
| SMILES | IDE act | NS3 helicase inh | PfM18AAP inh | FID counter | pCIP destab | VIM-2 inh | IDE cell inh | IMP-1 inh | UBC9 SUMO inh |
| --- | --- | --- | --- | --- | --- | --- | --- | --- | --- |
| S=c1[nH]nc(C2CCCCC2)n1Cc1ccccc1 | 5 | 0 | 24 | -18 | 0 | 9.3* | 2 | -2.9 | 10 |
| CCCSc1cc(NCCOC(C)=O)c([N+](=O)[O-])c2nonc12 | 1 | 18 | -4 | 2 | -2 | -0.9 | 1 | -3.9 | 27 |
